STK33 inh – human STK33 kinase inhibition | Q9BYT3 | purified STK33, MBP phosphorylation, ADP-Glo luminescence | inhibition, % at 10 µM | 320,000 tested, 0.073% active;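 active means inhibition at or above 25%, using the most active replicate where run in duplicate; inactive means inhibition below 25%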
Target sequence (Q9BYT3 whole entry, looked up): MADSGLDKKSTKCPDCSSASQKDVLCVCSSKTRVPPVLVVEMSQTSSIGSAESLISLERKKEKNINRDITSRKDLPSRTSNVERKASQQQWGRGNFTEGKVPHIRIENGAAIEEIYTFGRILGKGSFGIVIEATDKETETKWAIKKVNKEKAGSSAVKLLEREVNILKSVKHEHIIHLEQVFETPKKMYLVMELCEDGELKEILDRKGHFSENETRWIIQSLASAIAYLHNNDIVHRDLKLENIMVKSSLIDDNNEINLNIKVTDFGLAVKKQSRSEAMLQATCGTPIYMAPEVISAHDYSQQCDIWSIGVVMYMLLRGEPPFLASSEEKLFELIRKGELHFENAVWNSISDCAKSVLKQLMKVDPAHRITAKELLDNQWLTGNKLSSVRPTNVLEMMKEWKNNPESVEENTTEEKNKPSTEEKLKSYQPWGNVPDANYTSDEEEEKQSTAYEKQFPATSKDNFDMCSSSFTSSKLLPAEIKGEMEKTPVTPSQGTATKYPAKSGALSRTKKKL
Kir21 inh – Kir2.1 (mouse) channel inhibition | AID 1672 | HEK293-Kir2.1, FluxOR thallium flux fluorescence; active compounds read low | 310,000 tested, 0.85% active | P35561 | B-score at 10 µM;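 active means fluorescence ratio B-score at or below minus 3 SD of library scores, with starting-brightness B-score within 2 SD, cut at about -4.2 in these data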;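 further: channel flux triggered by added potassium and thallium sulfate stimulus; B-score of peak minus minimum fluorescence over baseline after thallium stimulus; more negative B-score means stronger Kir2.1 block with less thallium influx; some compounds called inactive have numbers as strong as hits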
Target sequence (P35561 whole entry, looked up): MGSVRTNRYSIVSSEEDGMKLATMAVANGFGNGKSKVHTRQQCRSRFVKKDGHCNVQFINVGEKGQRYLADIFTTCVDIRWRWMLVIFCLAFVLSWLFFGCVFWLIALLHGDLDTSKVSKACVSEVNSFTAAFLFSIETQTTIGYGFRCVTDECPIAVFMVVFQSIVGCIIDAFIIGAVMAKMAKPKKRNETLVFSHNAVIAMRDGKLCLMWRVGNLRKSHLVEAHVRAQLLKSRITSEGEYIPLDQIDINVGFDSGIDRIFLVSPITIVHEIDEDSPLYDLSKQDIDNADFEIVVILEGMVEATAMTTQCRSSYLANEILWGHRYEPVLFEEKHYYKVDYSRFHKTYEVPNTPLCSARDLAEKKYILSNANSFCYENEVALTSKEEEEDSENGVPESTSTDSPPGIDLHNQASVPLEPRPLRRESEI
An asterisk follows results filed as active; . = not tested or not shown; & = joins results of further samples; ! = repeats disagree.

SMILES	STK33 inh	Kir21 inh
CC(O)CNCCOc1ccccc1OCc1ccccc1 (stereo not given)	0.4	2.2
S=C(NCCc1ccccn1)Nc1ccc(Cl)cc1Cl	0.1	-3.7
Cc1cccc(C(=O)NC2CCN(CC(=O)Nc3ccc4c(c3)OCO4)CC2)c1	-0.3	1.2
CC(C)(C)C1CCc2[nH]c3ccccc3c(=O)c2C1 (stereo not given)	0.4	1.3
O=C(NNC(=O)C1CCN(c2ncccn2)CC1)c1ccncc1	-0.3	0.14
Cc1ccc(S(=O)(=O)NCCC(=O)Nc2ccc3c(c2)OCO3)cc1	-0.2	0.51
COc1ccc(-c2noc(COC(=O)c3ccco3)n2)cc1OC	0.6	.
CCOc1ccc(NC(=O)c2cn(-c3ccc(OCC)cc3)c(=O)c3cc(OC)c(OC)cc23)cc1	-1.3	-1
COc1nnc(-c2ccc(C)c(S(N)(=O)=O)c2)c2ccccc12	-0.3	-2.2
COc1cccc(NC(=O)CSc2nc3ccccc3c(=O)n2C)c1	1.8	-0.1
CC1=NN(C(=O)CCc2ccccc2)C(c2ccccc2)C1 (stereo not given)	0.7	0.8
OCCNCCNCc1ccccc1OCc1ccccc1	-0.8	-0.82
CSc1ncc(CN2CCc3c([nH]c4ccccc34)C2c2cccc(O)c2)cn1 (stereo not given)	-0.2	-0.08
CCOc1ccc(NC(=O)CN(C)CC(=O)NC2CCCc3ccccc32)cc1OCC (stereo not given)	-0.1	-0.31
CCN(CC)CCN(Cc1cc2ccc(C)c(C)c2[nH]c1=O)C(=S)NCc1ccco1	.	0.68
CCNC(=S)N1CCN(c2ccccn2)CC1	-1.6	0.02
COc1ccc(S(=O)(=O)N(C)CC(=O)N2CCC(C(N)=O)CC2)cc1Cl	-0.3	0.03
CN(CCOc1ccccc1)C(=O)CCc1c[nH]c2ccccc12	0.9	-0.43
O=C(C[C@@H]1C/C=C\C[C@H](NC(=O)OCC2c3ccccc3-c3ccccc32)C(=O)OC[C@H]2CCCN2C1=O)N[C@@H](CO)Cc1ccccc1	-0.3	.
CCn1nnnc1SCC(=O)Nc1cc(C)on1	-0.1	0.46

Part of the list above in order of SMILES length, descending.
SMILES	STK33 inh	Kir21 inh
O=C(C[C@@H]1C/C=C\C[C@H](NC(=O)OCC2c3ccccc3-c3ccccc32)C(=O)OC[C@H]2CCCN2C1=O)N[C@@H](CO)Cc1ccccc1	-0.3	.
CCN(CC)CCN(Cc1cc2ccc(C)c(C)c2[nH]c1=O)C(=S)NCc1ccco1	.	0.68
COc1ccc(S(=O)(=O)N(C)CC(=O)N2CCC(C(N)=O)CC2)cc1Cl	-0.3	0.03
CCOc1ccc(NC(=O)CN(C)CC(=O)NC2CCCc3ccccc32)cc1OCC (stereo not given)	-0.1	-0.31
CCn1nnnc1SCC(=O)Nc1cc(C)on1	-0.1	0.46

Continuation:
SMILES	STK33 inh	Kir21 inh
NC(=S)Nc1nc2ccccc2s1	0.4	-0.87
N#C/C(=N\Nc1ccc(Cl)cc1)C(=N)N1CCCCC1	1.1	1.6
CCOc1ccc(-c2nnc(-c3ccco3)o2)cc1OCC	-1.4	-2.2
OC(c1ccc(Cl)cc1)C(O)c1nc2ccccc2[nH]1 (stereo not given)	-1.0	-0.8
O=C(CSCc1ccc(Cl)cc1)NCc1ccccn1	-0.7	-2.2
COc1ccc(C(C(=O)NC(C)(C)C)N(C(=O)CCC(=O)Nc2cc(C)on2)c2cccc(F)c2)cc1 (stereo not given)	0.5	0.08
CC(=O)NC(CC(C)C)C(=O)NC(=O)NCc1ccccc1 (stereo not given)	-0.2	0.02
COc1cc2cc(C)c3nnc(SCC(=O)Nc4cc(C)on4)n3c2cc1OC	0.3	0.09
Cc1csc(CNc2ncnc3ccc(-c4ccccc4Cl)cc23)c1	-0.3	.
CC1(C)CC(=O)C(C(C2=C(O)CC(C)(C)CC2=O)c2ccc(Cl)c([N+](=O)[O-])c2)C(=O)C1 (stereo not given)	-1.0	0.46
CN(Cc1ccccc1)C(=O)CCCn1c(=O)[nH]c2cc(Cl)ccc2c1=O	-0.2	0.66
O=C(Nc1ccccc1C(=O)O)c1ccc(NC(=O)c2ccc(Br)o2)cc1	3.0	0.82
CCc1ccc(NC(=S)N(Cc2cccnc2)Cc2ccco2)cc1	1.0	-0.22
COc1ccc(C2c3cc(OC)c(OC)cc3CCN2C(=O)c2ccccc2)cc1OC (stereo not given)	-1.9	0.14
O=C(NN=C(c1ccccc1)c1ccccn1)c1ccccc1	0.7	.
COc1ccc(CCNc2ccc(C(CC(N)=O)NC(=O)c3cc(OC)ccc3OC)cc2[N+](=O)[O-])cc1 (stereo not given)	-0.7	-0.87
COc1cccc(CNS(=O)(=O)c2ccc3c(c2)CCN3C(=O)C2CC2)c1	-1.6	-0.65
Nc1nnc(CC(=O)N/N=C/c2cccc(OCCOc3ccccc3)c2)s1	3.6	.
COc1cc(OC)cc(-c2c(-c3cccs3)c3cc(-c4ccc5c(c4)OCO5)ccc3n2C)c1	-1.5	.
O=[N+]([O-])c1ccc(CNc2cccc(F)c2)s1	-1.0	-0.01
c1ccc(Cc2nn3c(C4COc5ccccc5O4)nnc3s2)cc1 (stereo not given)	-1.0	1.6
O=C(c1ccc(Cl)c(S(=O)(=O)NCc2ccco2)c1)N1CCN(c2ccccc2F)CC1	-2.7	-0.03
CCOC(=O)CSc1nc2ccc(NC(C)=O)cc2s1	-1.1	-1.1
O=c1c2sc3nc(N4CCOCC4)c4c(c3c2ncn1CCc1ccccc1)CCCC4	1.2	1
Cc1ccc(C2CC(c3ccccc3C)n3nc(N)nc3N2)cc1 (stereo not given)	-0.9	1.4
O=C(CNC(=O)C1CCCCC1)NCc1ccco1	-1.2	0.5
Cc1ncc(CN2CCC(C(=O)Nc3ccc(Oc4cccnc4)cc3)CC2)cn1	-2.6	-0.75
Cc1cc(C)nc(SC(C)C(=O)N/N=C/c2cccs2)n1 (stereo not given)	1.0	0.16
CCN(CCn1cccn1)C(=O)CCc1nnc(Cc2c[nH]c3ccccc23)o1	0.8	0.78
Cc1ccc(/C=C/C(=O)O)cc1S(=O)(=O)NCCO	-1.9	0.05

Of the compounds above, three contain a nitro group on carbon:
SMILES	STK33 inh	Kir21 inh
CC1(C)CC(=O)C(C(C2=C(O)CC(C)(C)CC2=O)c2ccc(Cl)c([N+](=O)[O-])c2)C(=O)C1 (stereo not given)	-1.0	0.46
COc1ccc(CCNc2ccc(C(CC(N)=O)NC(=O)c3cc(OC)ccc3OC)cc2[N+](=O)[O-])cc1 (stereo not given)	-0.7	-0.87
O=[N+]([O-])c1ccc(CNc2cccc(F)c2)s1	-1.0	-0.01

(next part)
SMILES	STK33 inh	Kir21 inh
Cc1cccc(Sc2c([N+](=O)[O-])ncn2C)n1	-0.5	-0.01
O=C(CCC(=O)N/N=C/c1c[nH]c2ccccc12)NCc1ccccc1	-0.4	1.3
Cc1cccc(CN2CCC(C(=O)Nc3cccc(-c4cccc(F)c4)c3)CC2)n1	-1.8	-5.1*
CCOC(=O)c1ccc(COc2ccc(C(C)C)cc2)o1	-0.8	-0.21
CCC(C)n1nccc1NC(=O)C(C)OC(=O)c1cc2ccccc2[nH]1 (stereo not given)	-1.2	1.5
O=C(CN1CCN(Cc2ccccc2)CC1)Nc1ccc2c(c1)CCC2	-2.4	0.47
CCOC(=O)CN1C2=NCCCN2c2ccccc21	1.1	-0.05
COc1ccc(OC)c(Cc2nnc(CCC(=O)NC3C4CC5CC(C4)CC3C5)o2)c1 (stereo not given)	-1.1	-1.2
O=C(CS(=O)c1ccc(Br)cc1)N1CCOCC1 (stereo not given)	-0.9	-0.46
COc1ccc(C(=O)NC2CC2)cc1OC1CCN(Cc2ccccc2F)CC1	-2.2	-1.1
COCCNC(=O)CN(C(=O)CCC(=O)Nc1cc(C)on1)c1ccc(C)cc1C	0.4	0.18
CC(CCc1ccccc1)NS(=O)(=O)c1ccccc1Cl (stereo not given)	1.4	-2.1
CCCCNC(=O)C(=O)NCC1CCCN1S(=O)(=O)c1cccs1 (stereo not given)	-0.3	0.51
O=C(COc1cc2oc(=O)c3c(c2cc1Cl)CCC3)Nc1ccccn1	-0.9	0.54
Cc1[nH]c2ccccc2c1C(c1ccncc1)N1CCN(c2ccccc2F)CC1 (stereo not given)	-2.3	-0.5
COc1ccc(/C=N/NC(=O)Cn2nnc3ccccc32)cc1OC	-0.4	0.6
Cn1c(=O)[nH]c(=O)c2c1nc(N1CCNCC1)n2Cc1ccccc1Cl	0.1	-0.32
NCCOc1ccc(C23CC4CC(CC(C4)C2)C3)cc1	-0.7	-4.7*
C/C=C/C=N/Nc1nc(-c2ccc([N+](=O)[O-])cc2)cs1	-0.5	1.1
Cc1ccc(C(=O)NN2C(=O)c3ccc(S(=O)(=O)c4ccc(C(=O)O)cc4)cc3C2=O)cc1	-1.2	-2.3
CCOC(=O)c1sc2nc(C)nc(Nc3ccc(OC)cc3)c2c1C	-0.6	0.34
c1ccc(Oc2cc(-n3cncn3)ncn2)cc1	-0.5	-0.72
O=C(Oc1ccc2ccc(OC(=O)N3CCOCC3)cc2c1)N1CCOCC1	-1.1	0.02
C=CCn1c(-c2cccn(Cc3ccc(Cl)cc3)c2=O)n[nH]c1=S	-0.7	1.3
COc1ccc(N2CCN(c3cnc4ccccc4n3)CC2)cc1	-0.9	-1.3
COc1ccc(C2OC(=O)c3ccccc3S2)cc1 (stereo not given)	0.0	-0.06
CC(C)(C)S(=O)(=O)c1ccsc1C(=O)O	-0.3	0.11
Cc1ccc(OCc2ccc(C(=O)NCC3CCCO3)cc2)cc1C (stereo not given)	-1.5	.
CC1CCCN(C(=O)COC(=O)Cc2c(F)cccc2Cl)C1 (stereo not given)	2.7	0
CCN(CCCNC(=O)CC1Oc2ccc(C)cc2NC1=O)Cc1ccccc1 (stereo not given)	-3.1	-0.94
O=C(COC(=O)c1ccc(S(=O)(=O)NCc2ccco2)cc1)c1ccccc1	-0.3	-0.4
CCOC(=O)CSc1nc(-c2ccc(OC)cc2)ns1	-1.1	-0.38
COc1cc(C(=O)NCc2cccc3ccccc23)ccc1OCc1ccccc1	-0.8	-1.6
COc1ccc(-c2csc(-n3ncc(-c4cccs4)c3N)n2)cc1	-1.1	0.06
CCCCCn1c(=N)n(CC(O)COc2ccccc2OC)c2ccccc21 (stereo not given)	-0.1&1.3	-4.3*!
O=C(c1cccs1)N1CCN(c2ncc(Br)cn2)CC1	-0.8	1.1
O=C(O)c1ccc(N2C(=O)CC(N3CCN(c4cccc(Cl)c4)CC3)C2=O)cc1 (stereo not given)	-0.4	-1.8
CCCCC(=O)N(CCOC)c1nnc(-c2ccc(OC)cc2)s1	0.1	-0.08
COc1cccc(NC(=S)/C(=C(\[O-])c2ccc(C)c([N+](=O)[O-])c2)[n+]2ccccc2)c1	-0.6	0.85
Cc1ccc(-c2ccnc3c(Cl)c(C)nn23)cc1	-1.6	-0.17

Structural class, the entries above with a tert-butyl group.
SMILES	STK33 inh	Kir21 inh
CC(C)(C)C1CCc2[nH]c3ccccc3c(=O)c2C1 (stereo not given)	0.4	1.3
COc1ccc(C(C(=O)NC(C)(C)C)N(C(=O)CCC(=O)Nc2cc(C)on2)c2cccc(F)c2)cc1 (stereo not given)	0.5	0.08
CC(C)(C)S(=O)(=O)c1ccsc1C(=O)O	-0.3	0.11

The listing continues:
SMILES	STK33 inh	Kir21 inh
NC(=S)N/N=C/c1coc2c(ccc3ccccc32)c1=O	1.7	1.3
O=C(O)c1c2c(nc3ccccc13)/C(=C/c1cccc([N+](=O)[O-])c1)CCC2	0.3	0.03
CN(C)N=Nc1nc2c([nH]1)c(=O)n(C)c(=O)n2C	-2.2	0.02
CC(C#Cc1ccc2c(c1)COc1c3ccccc3nn1-2)OC(C)(C)C (stereo not given)	0.2	-0.49
COc1ccc(S(=O)(=O)N2CCOCC2)cc1NC(=O)c1cccc(Cl)c1	-1.8	-1.2
CCCCn1nnc(NC(=O)c2cc3ccccc3o2)n1	0.0	0.03
CCN1CCN(C(=O)CCc2nnc(CCc3ccccc3OC)o2)[C@@H](C)C1=O	-1.8	0.01
COc1ccc(CCNC(=S)NC(=O)c2c(-c3ccccc3Cl)noc2C)cc1OC	-0.7	0.59
COc1ccc(C2NC(=O)NC(O)(C(F)(F)F)C2C(=O)c2ccc(C)cc2)cc1 (stereo not given)	0.5	-0.28
Cc1ccccc1NC(=O)CSc1nc(=O)n(CCN2CCOCC2)c2c1CCCC2	-1.3	0.38
O=C(CSCC(=O)OCn1nnc2ccccc2c1=O)Nc1ccc(Cl)cc1	0.6	-0.9
Cc1ccc(S(=O)(=O)N2CCC(C(=O)NC3CC(C)(C)NC(C)(C)C3)CC2)cc1	-1.6	1.6
C/C(CCC(C)C)=N\NC(=S)NCc1ccccc1	-0.3	-0.08
CCS(=O)(=O)c1nc(S(=O)(=O)c2ccc(C)cc2)c(NCCCN2CCCC2=O)s1	-0.7	0.16
O=C(O)c1cn(C2CC2)c2cc(N3CCN(S(=O)(=O)c4ccc5c(c4)OCCO5)CC3)c(F)cc2c1=O	-1.0	-0.63
CC(=O)N1CCC(Nc2ccc(C)cc2)CC1	-0.1	0.55
CN(CC(=O)Oc1ccc(-c2nnco2)cc1)S(=O)(=O)c1ccc(F)cc1	-0.5	-1.4
COc1cc(NC(=O)c2ccc(C)cc2)c(OC)cc1NC(=O)CN1CCOCC1	0.0	-0.53
COc1cc(NS(=O)(=O)c2ccc(NC(=S)NC(=O)c3ccc(F)cc3)cc2)nc(OC)n1	-0.1	2.6
CC(=O)c1cccc(NC(=O)CC(C)n2ccnc2)c1 (stereo not given)	-0.5	-2.7
CC(C)CSc1nc2ccccc2[nH]1	-0.9	-0.01
CCN(CC)CCNS(=O)(=O)c1ccc(C(=O)NN)cc1	-1.8	-0.27
CCNC(=O)N1c2ccc(OCC)cc2C(C)=CC1(C)C	-1.1	-0.01
NC(=O)C1CCN(C(=O)Nc2csc3ccccc23)CC1	-2.3	1.6
Cn1c(-c2ccccc2)cccc1=O	-1.6	0

Fetched one by one from above:
SMILES	STK33 inh	Kir21 inh
CC(CCc1ccccc1)NS(=O)(=O)c1ccccc1Cl (stereo not given)	1.4	-2.1
O=C(CN1CCN(Cc2ccccc2)CC1)Nc1ccc2c(c1)CCC2	-2.4	0.47
